DT40 TDP1 CPT: qHTS for Inhibitors of human tyrosyl-DNA phosphodiesterase 1 (TDP1): qHTS in cells in presence of CPT; chicken DT40 Tdp1-/-;hTDP1 cells + 20 nM CPT, ATP luminescence, 48 h; actives 12% (n = 420,000); AID 686979, 2013; Potency, µM (doses to about 46.2 µM), without a hit: at the top dose activity change, negative = growth inhibition, most hits filed as inhibitors; further: nearly all actives have a fitted effect of over 55% in size
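Cell growth measured by CellTiter-Glo luminescence after a minimum 48 h, 37 C compound exposure with 20 nM CPT in Tdp1-knockout DT40 cells stably expressing hTDP1, seeded 400/well; qHTS titration format.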
GCN5L2 inh: qHTS Assay for Inhibitors of GCN5L2; actives 0.21% (n = 390,000); GCN5L2 HAT assay, ThioGlo1 CoA-SH fluorescence; Histone acetyltransferase KAT2A (Homo sapiens), Q92830; AID 504327, 2011; Potency, µM (doses to about 58.9 µM), inactives show at the highest dose activity change, negative = inhibition, hits mostly inhibitors
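ThioGlo1-coupled HAT assay: 20nM GCN5L2, 70uM acetyl-CoA, 75uM H3(1-25) peptide, pH 7.5. Fluorescence read at 340/540nm at start and after 20 min at room temperature.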
FEN1 inhibitor: qHTS Assay for the Inhibitors of Human Flap endonuclease 1 (FEN1). P39748. Recombinant FEN1 flap cleavage, fluorescence, 15 min. Potency, µM (series often up to 114 µM), for inactives: top-dose activity change, negative = inhibition, most hits filed as inhibitors. actives 0.35% (n = 390,000); further: nearly all actives have a fitted effect of over 65% in size
Target sequence (P39748 whole entry, looked up): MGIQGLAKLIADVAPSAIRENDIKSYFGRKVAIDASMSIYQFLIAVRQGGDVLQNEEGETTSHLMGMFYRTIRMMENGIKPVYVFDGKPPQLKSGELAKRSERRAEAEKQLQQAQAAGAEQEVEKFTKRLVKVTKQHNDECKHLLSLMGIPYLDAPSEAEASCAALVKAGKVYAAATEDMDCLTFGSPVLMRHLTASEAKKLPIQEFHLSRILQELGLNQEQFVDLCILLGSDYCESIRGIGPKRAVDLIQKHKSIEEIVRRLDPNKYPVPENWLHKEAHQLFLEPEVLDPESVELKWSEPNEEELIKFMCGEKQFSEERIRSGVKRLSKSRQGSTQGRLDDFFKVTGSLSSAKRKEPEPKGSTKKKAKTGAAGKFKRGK
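In this screen, 50 nM flap DNA substrate was added to 10 nM FEN1 pretreated with compound for 15 min at room temperature; cleavage was followed with reads at 0 and 15 min, and Hill fitting gave concentration–response parameters.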
* marks the source's active call; other numbers are inactive results; ? = inconclusive; · = not tested or not shown; & = joins results of further samples. The call rests on the fitted dose curve; in most records, active means well fitted curve in the direction sought with a large enough effect; inconclusive means small, poorly fitted or top-dose-only effect, or another doubt; inactive means no such curve, though single readings can be large; an effect the other way counts as inactive or inconclusive. On the % scale 0 is the no-effect control and ±100 the full control effect; potency means the concentration at half of the fitted maximal effect. A portion of the library (hit frequency here may not be typical).

SMILES | DT40 TDP1 CPT | GCN5L2 inh | FEN1 inhibitor
CCOc1ccc(CN(C)C(C)C(=O)NCCc2ccc(F)cc2)cc1 (stereo not given) | -29% | 1% | 0%
COc1ccc(OC)c(S(=O)(=O)NCC(c2ccc3c(c2)OCO3)N2CCOCC2)c1 (stereo not given) | -5% | -9% | -2%
C=CCOc1ccc(C(=O)c2ccccc2)c(OCC(=O)NC2(C#N)CCCC2)c1 | ? | -6% | -15%
Cc1nc(-c2coc3cc(O)c(C)cc3c2=O)cs1 | -27% | 1% | 8%
CCOc1cccc(-c2nnc(SCC(=O)NC3CC3)n2C)c1 | -20% | -3% | 18%
COc1ccc2c(c1)nc(NCCO)n2C | 9% | 2% | 11%
Cc1ccc(-n2c(-c3ccc(Br)cc3)c[n+]3c2CCc2ccc4cccnc4c2-3)cc1 | 0.29µM* | -10% | ?
CCc1ccc(NC(=S)Nc2cc(C(=O)O)ccc2N2CC3CC(C2)c2cccc(=O)n2C3)cc1 (stereo not given) | 0% | -6% | -15%
CC(=O)c1ccc(NC(=O)CSCCO)cc1 | 7% | -20% | 1%
Cc1ccc(CN2C(=O)c3ccccc3C2C(=O)NCC2CCCO2)cc1 (stereo not given) | 1% | -4% | 5%
CCOC(=O)c1cc(-c2cccnc2)nn1-c1ccccn1 | 2% | 2% | -3%
CC(=O)C1=C(O)C(=O)N(c2ccc(O)cc2)C1c1ccccc1 (stereo not given) | -14% | -9% | -3%
Cc1cccc(NC(=O)C2Cc3ccccc3CN2C(=O)OCc2ccccc2)c1C (stereo not given) | ? | -4% | -6%
CCOC(=O)C(C)Sc1nnc(Cc2cc(=O)[nH]c(=O)[nH]2)n1-c1cccc(OC)c1 (stereo not given) | -17% | -2% | -1%
O=C(CCCn1c(=S)[nH]c2cc3c(cc2c1=O)OCO3)N1CCN(c2ccc(Cl)cc2)CC1 | ? | -1% | -1%
Cc1ccc(S(=O)(=O)Nc2cccc(C(=O)NCc3ccccn3)c2)cc1F | 5% | -6% | -8%
Cc1cc(C)c2oc(-c3cccc(NC(=O)c4cc5ccccc5o4)c3)nc2c1 | ? | -5% | -3%
N#Cc1cc2c(nc1SCc1ccc(Cl)nc1)CCCCC2 | -30% | -13% | 9%
CCOC(=O)c1csc(NC(=O)CSc2nnnn2-c2cccc(OC)c2)n1 | -26% | -12% | -4%
Cc1ccnc(N2CCN(C(=O)CSc3nc4ccccc4nc3N3CCC(C)CC3)CC2)c1 | ? | -13% | -3%
COC(C[C@@H](O)C[C@H](O)[C@@H](C)OCc1ccccc1)OC | -23% | -2% | -1%
COc1ccc(S(=O)(=O)N2CC3CCCN3c3cc(C(F)(F)F)ccc32)cc1 (stereo not given) | 21µM* | -9% | -4%
O=[N+]([O-])c1ccc(/C=N/N=C/c2ccc([N+](=O)[O-])o2)o1 | 0.29µM* | -8% | -20%
CC(=O)c1sc(NC(=O)COc2ccc(C(C)C)c(C)c2)nc1C | ? | -4% | 11%
CC1=C(C#N)CCC(=O)N1Cc1ccc(C)cc1 | 21% | -6% | -1%
O=C(NCC(Cl)c1ccc2ccccc2c1)c1c(F)cccc1F (stereo not given) | -8% | 8% | -3%
Cc1nn(-c2ccccc2)c(C)c1NC(=O)COC(=O)Cc1cccc(C(F)(F)F)c1 | -1% | -4% | 3%
CC(C)N(Cc1nc(-c2ccc(Cl)cc2)no1)C(=O)CN(C)S(=O)(=O)c1ccc(Cl)cc1 | -24% | -13% | -2%
c1ccc(Oc2nnc(-c3cccs3)c3ccccc23)cc1 | -2% | -2% | 2%
CC1=NNC(=O)C1CC(=O)N/N=C/c1sccc1C (stereo not given) | 18% | -19% | 7%
O=C(CSc1nnc(-c2ccc(Cl)cc2)c(-c2ccc(Cl)cc2)n1)NC1CCCC1 | ? | -2% | 21%
Cc1ccccc1N=C1c2ccccc2C(=O)C1[N+](=O)[O-] (stereo not given) | -7% | -2% | 18%
CCC(c1nnnn1CCOC)N1CCN(c2cccc(C(F)(F)F)c2)CC1 (stereo not given) | ? | -6% | -3%
COCCCN1CC(=O)N2Cc3[nH]c4ccccc4c3C[C@H]2C1=O | -20% | 1% | -2%
COc1ccccc1CN1CCC(CNC(=O)c2cnn(-c3ccccc3Cl)c2C2CCN(C(=O)OC(C)(C)C)CC2)CC1 | 8.2µM* | 0% | -7%
CN1CC(=O)N=C1N | 19%&-10% | ? | ?
Cc1cc(C)cc(OCC(=O)N(Cc2ccco2)Cc2ccccc2Cl)c1 | 21µM* | -6% | -23%
Cc1ccc(C)c(NS(=O)(=O)c2c(C)ccc3nsnc23)c1 | 9% | -2% | -2%
CCn1c(SCCOc2ccc(OC)cc2)nnc1C(CO)NC(=O)c1ccc(OC)cc1 (stereo not given) | ? | 2% | -4%
COc1c(C=O)c(O)cc2c1C(=O)c1ccccc1C2=O | ? | ? | ·
Cc1cc(C)n(-c2nc(Nc3ccccc3C(F)(F)F)nc(-n3nc(C)cc3C)n2)n1 | 16µM* | 0% | -15%
CCOC(=O)c1ccccc1NC(=O)C1CCCO1 (stereo not given) | -5% | 2% | 21%
Cc1nc(-c2nnc(-c3ccccc3)o2)c(C(F)(F)F)o1 | -14% | 6% | -3%
COc1ccc(N(CC(=O)N2CCc3ccccc3C2)S(=O)(=O)c2ccccc2)cc1 | 18µM* | 2%&-1% | -1%&-8%
Cn1cc(S(=O)(=O)N2CCCC2)cc1C(=O)N1CCN(c2ccccc2)CC1 | -5% | -15% | -2%
Cc1nc2ccccn2c1/C(O)=C1\C(=O)C(=O)N(CCN(C)C)C1c1cccnc1 (stereo not given) | -6% | -4% | 5%
COC(=O)c1cccc(NS(=O)(=O)c2ccc(OC)cc2)c1C | 5.2µM* | -4% | 11%
CC(C)COC(=O)n1c(SCC(N)=O)nc2ccccc21 | -1% | 1% | -3%
Cc1noc(C)c1C(=O)OCC(=O)Nc1cccc(S(=O)(=O)N(C)C)c1 | -15% | 1% | -2%
CCCNC(=O)C1CCC(Cn2c(=O)c3sccc3n(CC(=O)N3CCC(C)CC3)c2=O)CC1 (stereo not given) | -9% | -2% | 1%
CCOC(=O)N1CCN(C(=O)C(NC(=O)C2CCC(C)CC2)C(C)C)CC1 (stereo not given) | -2% | ? | -9%
CC(=O)c1ccc([C@H]2C[C@@]34CN(C(=O)OC(C)(C)C)S(=O)(=O)[C@H]3C[C@H]2O4)cc1 | ? | -7% | 12%
O=C(Cn1cccc1C(=O)c1ccccc1)NCc1cccs1 | 2% | -11% | 1%
CC(C#N)Sc1ncnc2sc(-c3ccccc3)cc12 (stereo not given) | 19% | -8% | -14%
CCCCNS(=O)(=O)c1ccc(NC(=O)c2c(-c3ccccc3)noc2C)cc1 | ? | 19% | 15%
CCOc1ccc(CCNC(=O)c2ccc(C)c(N3CCCC3=O)c2)cc1OCC | 4% | -1% | -4%
CCOc1ccccc1NC(=O)c1cc2cc3cc(C)ccc3nc2s1 | -29% | -10% | 2%
COc1ccccc1NC(=O)CN1C(=O)CC(C)S(=O)(=O)c2ccccc21 (stereo not given) | 1% | 3% | 1%
Cc1ccc(C)c(NC(=O)c2c(Cl)nc3ccccn23)c1 | -3% | -4% | -13%
CN(C)S(=O)(=O)N1CCCC(C(=O)c2ccc(-c3ccccc3)c(F)c2)C1 (stereo not given) | 16µM* | 2% | -22%
The results go on:
SMILES | DT40 TDP1 CPT | GCN5L2 inh | FEN1 inhibitor
CC1CC[C@@]2(OC1)OC1CC3C4CC=C5CC(O)CC[C@@]5(C)C4CC[C@]3(C)C1C2C (stereo not given in full) | -5% | 12% | ·
Cc1ccc(NC(=O)c2ccc(Cl)c(S(=O)(=O)N3CCc4ccccc43)c2)nc1 | ? | · | 1%
COc1ccc2c(c1)c1c(c(=O)n(Cc3ccccc3)c(=O)n1Cc1cccc(Cl)c1)n2C | ? | -5% | 5%
CC(C)c1ccc(CNc2nc(-c3ccco3)nn2S(=O)(=O)c2ccc3ccccc3c2)cc1 | ? | -19% | -5%
O=C(Nc1cccc([N+](=O)[O-])c1)c1ccc(N2CCCC2=O)cc1 | -17% | -4% | 21%
c1ccc(Nc2nc(N3CCCC3)nc(N3CCCC3)n2)cc1 | ? | -8% | 0%
CCC(=O)N1c2ccccc2CC1C(=O)NCCCN1CCN(c2cc(C)ccc2C)CC1 (stereo not given) | 21µM* | 9% | -2%
S=C(NC1CCCC1)N1CCOCC1 | 14% | -2% | 15%
O=C1C(NS(=O)(=O)c2cccs2)=C(N2CCOCC2)C(=O)c2ccccc21 | ? | -2% | -20%
CCn1c(O)c(C2=c3ccccc3=NC2=O)c2cc(Br)ccc21 | 6.5µM* | 4% | -5%
CCOc1ccccc1-c1cc(-c2n[nH]c(=S)n2CC)c2ccccc2n1 | ? | -7% | -6%
CC(=O)c1ccc(NC(=S)NC(=O)/C=C/c2ccccc2)cc1 | 2% | 2% | -2%
Cc1ccc2nc(SCC(=O)N3CCN(c4ccccc4)CC3)nc(=O)n2c1 | -25% | -4% | -7%
CC(C)(C)[C@H]1COC(=O)[C@@H](NC(=O)OCC2c3ccccc3-c3ccccc32)C/C=C\C[C@@H](CC(=O)N[C@@H](CO)Cc2ccccc2)C(=O)N1 | 9.2µM* | -8% | -14%
CCOC(=O)Cn1c(-c2cccnc2Cl)nc2ccccc21 | 1% | 9% | -5%
CCOC(=O)C(C)Oc1ccc(NC(=O)C(Cl)(Cl)Cl)cc1 (stereo not given) | 1% | -3% | 1%
CC(C)c1ccc(N(CC(=O)NCCSCc2ccco2)S(C)(=O)=O)cc1 | -3% | 0% | 3%
CCCC1CC(CCc2ccccc2)OS(=O)(=O)N1 (stereo not given) | -12% | -5% | -17%
COc1cc(/C=N\NS(=O)(=O)c2ccccc2)cc(OC)c1OC | -4% | -10% | 24%
CN(C)c1ccc(NS(=O)(=O)c2cccc(Cl)c2)cc1 | -16% | -7% | -6%

No new results follow: entries from further up.
SMILES | DT40 TDP1 CPT | GCN5L2 inh | FEN1 inhibitor
COc1ccc2c(c1)c1c(c(=O)n(Cc3ccccc3)c(=O)n1Cc1cccc(Cl)c1)n2C | ? | -5% | 5%
CC(C)c1ccc(CNc2nc(-c3ccco3)nn2S(=O)(=O)c2ccc3ccccc3c2)cc1 | ? | -19% | -5%
O=C(Nc1cccc([N+](=O)[O-])c1)c1ccc(N2CCCC2=O)cc1 | -17% | -4% | 21%
c1ccc(Nc2nc(N3CCCC3)nc(N3CCCC3)n2)cc1 | ? | -8% | 0%
CCC(=O)N1c2ccccc2CC1C(=O)NCCCN1CCN(c2cc(C)ccc2C)CC1 (stereo not given) | 21µM* | 9% | -2%
S=C(NC1CCCC1)N1CCOCC1 | 14% | -2% | 15%
O=C1C(NS(=O)(=O)c2cccs2)=C(N2CCOCC2)C(=O)c2ccccc21 | ? | -2% | -20%
CCn1c(O)c(C2=c3ccccc3=NC2=O)c2cc(Br)ccc21 | 6.5µM* | 4% | -5%
CCOc1ccccc1-c1cc(-c2n[nH]c(=S)n2CC)c2ccccc2n1 | ? | -7% | -6%
CC(=O)c1ccc(NC(=S)NC(=O)/C=C/c2ccccc2)cc1 | 2% | 2% | -2%
Cc1ccc2nc(SCC(=O)N3CCN(c4ccccc4)CC3)nc(=O)n2c1 | -25% | -4% | -7%
CC(C)(C)[C@H]1COC(=O)[C@@H](NC(=O)OCC2c3ccccc3-c3ccccc32)C/C=C\C[C@@H](CC(=O)N[C@@H](CO)Cc2ccccc2)C(=O)N1 | 9.2µM* | -8% | -14%
CCOC(=O)Cn1c(-c2cccnc2Cl)nc2ccccc21 | 1% | 9% | -5%
CCOC(=O)C(C)Oc1ccc(NC(=O)C(Cl)(Cl)Cl)cc1 (stereo not given) | 1% | -3% | 1%
CC(C)c1ccc(N(CC(=O)NCCSCc2ccco2)S(C)(=O)=O)cc1 | -3% | 0% | 3%
CCCC1CC(CCc2ccccc2)OS(=O)(=O)N1 (stereo not given) | -12% | -5% | -17%
COc1cc(/C=N\NS(=O)(=O)c2ccccc2)cc(OC)c1OC | -4% | -10% | 24%
CN(C)c1ccc(NS(=O)(=O)c2cccc(Cl)c2)cc1 | -16% | -7% | -6%

Going on with the list.
SMILES | DT40 TDP1 CPT | GCN5L2 inh | FEN1 inhibitor
CCOCCCN(C)C1CCN(C(=O)c2oc3ccccc3c2NC(=O)c2ccc(F)cc2)CC1 | ? | -28% | -11%
COc1ccc2cc(-c3ccon3)ccc2c1 | -18% | -28% | -8%
O=C(CSc1nnc(CNC(=O)c2ccccc2)o1)c1ccc(Cl)cc1 | ? | 0% | 2%
COC(=O)[C@@]1(C)[C@H]2C(=O)N(Cc3ccccc3)C(=O)[C@H]2[C@H]2CN=C(SCC3CC3)N21 | ? | -1% | 7%

Screening data: PubChem BioAssay, National Center for Advancing Translational Sciences (NCATS)
